High-throughput results (PubChem)
FN deposition inh: fibronectin deposition inhibition; AH1F fibroblasts, Alexa488-fibronectin deposition fluorescence, overnight; inhibition, % at 12.6 µM; 350,000 compounds, 0.086% hits; AID 743247;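 active means mean inhibition across replicates of 30% or more, regardless of how many single replicates reach that level; inconclusive means mean under 30% yet at least half of replicates reach 30%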;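 further: positive control wells lacked labelled fibronectin entirely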
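Schedule: 1 h cell adhesion before compound, then overnight fibronectin incubation; test system: AH1F fibroblast monolayer depositing Alexa488-labelled fibronectin into matrix; quantity: 10000 AH1F cells per well; probe or stimulus: fluorescent fibronectin at 24 nM final; signal: fluorescence, ex 485 nm, em 525 nm; evaluation: percent inhibition as loss of matrix-bound fibronectin fluorescence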
PAX8 inh HTS: inhibitors of PAX8 transcriptional activity in RMG-I cells | RMG-I TPO-luciferase reporter, SteadyGlo, 24 h | inhibition, % at 12.6 µM | 360,000 compounds, 1.2% hits | AID 652154;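 active means mean replicate inhibition at least 60% with every replicate also reaching 60%; inconclusive means only one of the two criteria is met; inactive means mean below 60% and not all replicates reaching 60%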;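 further: luciferase light reporting Pax8 driven TPO promoter activity; plate controls were median of neutral control wells for no effect and mitoxantrone controls for full effect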
Cneo AK release: causes C. neoformans cell lysis; adenylate kinase release luminescence, 4 h; normalised: neutral wells 0, clomiphene wells 100; lysis activity, % at 15 µM; 360,000 compounds, 0.2% hits;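 active means mean lysis activity across replicates of at least 80%, whatever share of replicates individually reach that level; inactive means mean lysis activity below 80%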
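Test system: log-phase Cryptococcus neoformans yeast cells; Quantity: yeast cell density of 5 × 10^6 cells/mL; Buffer or medium: YPD; Doses: single compound concentration per well; Timing: 4 h at 37 °C static, read 1 h later; Measured by: AK luminescence; Read-out basis: lysis from increased AK signal; Control set: Clomiphene as positive control.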
EWS-Fli block: inhibitors of EWS/Fli oncoprotein transcriptional activity | A673 NR0B1-luciferase reporter, viability-normalised | inhibition, % at 12.6 µM | 350,000 compounds, 0.67% hits;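 active means mean inhibition of at least 50% after viability correction, with every replicate also passing that limit; inconclusive means mean reaches 50% but only one of two replicates passes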;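 further: firefly luciferase signal divided by Alamar Blue viability fluorescence both relative to DMSO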
PGC1a acetyl inh: modulators of PGC1a acetylation. AID 651687. 350,000 compounds, 0.17% hits. U2OS PGC1a acetylation, AlphaScreen anti-acetyl-lysine; with virally co-expressed GCN5 acetyltransferase. inhibition, % at 15.6 µM;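 active means every replicate shows inhibition of at least 40%; inconclusive means mean inhibition at least 40% but some replicate below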;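 further: 0% = neutral control wells and 100% = positive control wells; some results beyond the cut were filed as inactive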
Casp6 inh: blocks human caspase-6 cleavage activity. purified caspase-6, Z-VEID-R110 cleavage fluorescence. inhibition, % at 12.5 µM. 350,000 compounds, 0.53% hits;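 active means mean inhibition across replicates at least about 35%, with every replicate also reaching that limit, limit read from the data; inconclusive means only one of the two criteria met; inactive means neither criterion met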;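 further: 0% = median of neutral control wells and 100% = no fluorescence left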
Target sequence (P55212 24-179 limits assumed): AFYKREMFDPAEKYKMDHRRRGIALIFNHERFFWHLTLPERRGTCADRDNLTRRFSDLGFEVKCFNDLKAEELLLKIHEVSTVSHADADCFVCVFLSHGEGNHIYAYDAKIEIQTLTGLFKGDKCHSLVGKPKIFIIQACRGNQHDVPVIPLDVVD
Target sequence (P55212 194-293 limits assumed): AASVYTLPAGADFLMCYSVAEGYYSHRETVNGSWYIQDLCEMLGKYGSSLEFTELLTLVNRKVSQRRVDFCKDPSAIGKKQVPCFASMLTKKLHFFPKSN
LGR2 inh: Drosophila LGR2 receptor signaling inhibition. HEK293 LGR2, CRE-luciferase, bursicon-stimulated, 4 h. inhibition, % at 9.99 µM. 380,000 compounds, 0.35% hits. AID 720647;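 active means drop in luminescence signal, shown as inhibition above about 50% in the replicate tests, limit read from the data, passing the limit was not always enough; inconclusive means probably only some replicates passing the limit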;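 further: agonist challenge used bursicon conditioned medium at about half maximal strength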
miR122 inh: inhibitors of miR-122 in Huh7 cells. Huh7 miR-122 Renilla luciferase sensor, 48 h; neutral wells = 0, positive control = 100. AID 602342. 340,000 compounds, 0.3% hits. activation (reporter increase), % at 12.5 µM;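 active means mean replicate activation score at least 90 and every replicate individually at or above 90; inconclusive means only one of the two criteria met; inactive means neither criterion met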;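 further: higher luciferase means less miR-122 activity so hits act as miR-122 inhibitors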
An asterisk follows results filed as active; & = joins results of further samples; [ ] = remark or other dose.

Cc1ccsc1CNC(=O)C1(C)CCN1C(C)C (configuration not stated) was read as FN deposition inh -4, PAX8 inh HTS 2, Cneo AK release 0, EWS-Fli block -6, PGC1a acetyl inh 2, Casp6 inh -3, LGR2 inh -11 and miR122 inh -1.
For O=C(CCc1nc2sc3c(c2c(=O)[nH]1)CCCC3)NCCc1ccc(Cl)cc1 the results were FN deposition inh -5, PAX8 inh HTS 2, Cneo AK release 0, EWS-Fli block 15, Casp6 inh 1, LGR2 inh 9 and miR122 inh -2.
C/C(=C/CCC(C)(O)C1CC[C@@]2(C)[C@@H]3CC=C4[C@@H](CC[C@H](O[C@H]5O[C@@H](CO)[C@H](O)[C@@H](O)[C@@H]5O)C4(C)C)[C@]3(C)C(=O)C[C@]12C)CO[C@@H]1O[C@H](CO)[C@@H](O)[C@H](O)[C@H]1O (some centres not stated) was read as FN deposition inh 2, PAX8 inh HTS -32, Cneo AK release -1, EWS-Fli block -13, PGC1a acetyl inh 3, Casp6 inh -1, LGR2 inh -1 and miR122 inh -1.
`CCC(=O)Nc1cc(-c2nnc(OC)c3ccccc23)ccc1N1CCOCC1` gave FN deposition inh -3, Cneo AK release -3, PGC1a acetyl inh 2 and miR122 inh -2.
For Cc1ccc(S(=O)(=O)Nc2ccc3c(c2)CC(=O)N([C@@H](C)CO)C[C@H](C)[C@@H](CN(C)Cc2ccc4c(c2)OCO4)O3)cc1 the results were PAX8 inh HTS 10, Cneo AK release 0, EWS-Fli block 3, PGC1a acetyl inh -4, Casp6 inh 1, LGR2 inh 6 and miR122 inh -8[16.7 µM].
COC(=O)c1ccc(CN2CCC(CO)(Cc3ccccc3Cl)CC2)cc1 was read as FN deposition inh -12, PAX8 inh HTS 9, EWS-Fli block -1, PGC1a acetyl inh -36, Casp6 inh -1, LGR2 inh 9 and miR122 inh -5.
For Cc1ccc(-n2nnnc2SCC(=O)c2cc(C)n(CC3CCCO3)c2C)cc1 (configuration not stated) the results were FN deposition inh 2, Cneo AK release 4, PGC1a acetyl inh 3 and miR122 inh -1.
Screening COCCn1c(=NC(=O)CCS(=O)(=O)c2ccccc2)sc2cc(C)ccc21 returned FN deposition inh 0, PAX8 inh HTS 1, Cneo AK release 1, EWS-Fli block -5, PGC1a acetyl inh -2, Casp6 inh -3, LGR2 inh -5 and miR122 inh 0.
CCc1nc(C)ccc1OCC(=O)N1CCc2c([nH]c3ccccc23)C1c1ccccn1 (configuration not stated) was read as FN deposition inh 2, PAX8 inh HTS 27, EWS-Fli block 7, Casp6 inh 3, LGR2 inh -3 and miR122 inh 2.
For CC(NCC(O)COc1ccc(Br)cc1)c1ccccc1 (configuration not stated) the results were FN deposition inh -5, PAX8 inh HTS -7, Cneo AK release 11, EWS-Fli block 6, PGC1a acetyl inh 1, Casp6 inh -3, LGR2 inh 13 and miR122 inh -2.
Screening Cc1nn(-c2ccccc2)c(C)c1NC(=O)COC(=O)C1CC(=O)N(CCc2ccccc2)C1 (configuration not stated) returned FN deposition inh 2, PAX8 inh HTS -6, Cneo AK release -1, EWS-Fli block -2, Casp6 inh 0 and LGR2 inh 5.
`O=C(Cn1cc(COc2c(Br)cc(F)cc2Br)nn1)c1ccc(O)cc1` gave FN deposition inh 4, PAX8 inh HTS -3, Cneo AK release -3, EWS-Fli block 0, PGC1a acetyl inh -16, Casp6 inh 1, LGR2 inh -11 and miR122 inh 3.
`C=CCOc1ccc(/C=C2/C(=O)ON=C2C)cc1OCC` gave FN deposition inh 2, PAX8 inh HTS -23, Cneo AK release 1, EWS-Fli block -3, PGC1a acetyl inh 0, Casp6 inh 9, LGR2 inh -18 and miR122 inh -3.
For Cc1cccn2c(=O)c3cc(C(=O)N4COCC4(C)C)n(Cc4ccccc4)c3nc12 the results were FN deposition inh 3, PAX8 inh HTS -1, EWS-Fli block -7, PGC1a acetyl inh -15, Casp6 inh -1 and LGR2 inh 7.
CN(Cc1ccccc1)C(=O)CCn1c(=O)oc2ccccc21 was read as FN deposition inh 2, PAX8 inh HTS 11, Cneo AK release 2, EWS-Fli block -6, Casp6 inh -1, LGR2 inh -5 and miR122 inh 5.
Screening COc1ccc(N2C(=O)CSC(c3ccccc3)C2=O)cc1 (configuration not stated) returned FN deposition inh 0, PAX8 inh HTS -6, EWS-Fli block 1, Casp6 inh 3 and LGR2 inh 18.
`Cc1ccc(OCc2cc(C(=O)NCC(C)(C)N3CCOCC3)no2)cc1C` gave FN deposition inh 3, Cneo AK release -2, EWS-Fli block -74, Casp6 inh -6 and LGR2 inh -60.
`Cc1cc(NC(=O)CC(CN(C)S(=O)(=O)c2ccccc2)c2ccccc2)no1` (configuration not stated) gave FN deposition inh 3, PAX8 inh HTS 4, Cneo AK release -1, EWS-Fli block 5, PGC1a acetyl inh -18, Casp6 inh -1 and miR122 inh 16.
CN(C)S(=O)(=O)c1ccc(Cl)c(-c2nnc3n2CCCCC3)c1 was read as FN deposition inh -10, PAX8 inh HTS -6, Cneo AK release 1, EWS-Fli block -2, PGC1a acetyl inh -4, Casp6 inh -3, LGR2 inh -8 and miR122 inh 2.
For COCC(=O)Nc1ccc2c(c1)[C@@H]1C[C@@H](CC(=O)NCc3ccc(-c4ccccc4)cc3)O[C@H](CO)[C@@H]1O2 the results were PAX8 inh HTS 7, Cneo AK release 4, EWS-Fli block -2, PGC1a acetyl inh 0, Casp6 inh -1, LGR2 inh -2 and miR122 inh 7[16.7 µM].
Screening CC1CC(C)CN(C(=O)c2cccc(NC(=O)CC3SC(N4CCCCC4)=NC3=O)c2)C1 (configuration not stated) returned PAX8 inh HTS 24, Cneo AK release 0, EWS-Fli block 5, PGC1a acetyl inh -7, Casp6 inh 1, LGR2 inh 0 and miR122 inh -6.
Screening CCS(=O)(=O)N[C@@H]1CC[C@H](CC(=O)NCc2ccc(Cl)cc2)O[C@@H]1CO returned FN deposition inh -6, PAX8 inh HTS 9, Cneo AK release 1, EWS-Fli block 2, PGC1a acetyl inh -9, Casp6 inh 0 and LGR2 inh 20.
For CSC(SC)=C(C#N)C(=O)c1ccccc1 the results were FN deposition inh 4, PAX8 inh HTS 0, Cneo AK release -7, EWS-Fli block inconclusive, PGC1a acetyl inh 0, Casp6 inh -4, LGR2 inh 1 and miR122 inh -1.
CCCCn1c(N)c(N(CCOC)C(=O)C2CCN(S(=O)(=O)c3ccc(C)cc3C)CC2)c(=O)[nH]c1=O was read as FN deposition inh 1, PAX8 inh HTS 4, Cneo AK release 0, EWS-Fli block 2, Casp6 inh -3 and LGR2 inh -9.
Cc1ccc(S(=O)(=O)NCC2CCC(C(=O)NC3CCCCC3)CC2)cc1 (configuration not stated) was read as FN deposition inh -14, PAX8 inh HTS -11, Cneo AK release 0, EWS-Fli block -5, PGC1a acetyl inh 7, Casp6 inh -2, LGR2 inh -19 and miR122 inh -2.
`C[C@@H]1COc2cccc(N3CCC[C@@H]3CO)c2S(=O)(=O)N1` gave FN deposition inh -2, PAX8 inh HTS -3, EWS-Fli block -4, Casp6 inh 1 and LGR2 inh 2.
Screening COc1ccc(CCC(=O)NCCS(=O)(=O)N2CCN(c3ccc(F)cc3)CC2)cc1 returned FN deposition inh -7, PAX8 inh HTS 26, Cneo AK release 3, EWS-Fli block 5, PGC1a acetyl inh 6, Casp6 inh 1, LGR2 inh -2 and miR122 inh -9.
`CCOc1cc(/C=C/C(=O)O)ccc1OCCO` gave FN deposition inh 9, PAX8 inh HTS -11, EWS-Fli block -13, PGC1a acetyl inh 2, Casp6 inh 2 and LGR2 inh 4.
Screening COc1ccc(NC(=O)N(C)C[C@H]2Oc3ccc(NC(=O)Nc4ccccc4)cc3C(=O)N([C@H](C)CO)C[C@@H]2C)cc1 returned PAX8 inh HTS 0, Cneo AK release -3, EWS-Fli block -2, PGC1a acetyl inh 3, Casp6 inh 1, LGR2 inh 4 and miR122 inh -5[16.7 µM].
For COc1ccc(CN(C)C[C@H]2Oc3ccc(NS(=O)(=O)c4cccs4)cc3CC(=O)N([C@H](C)CO)C[C@H]2C)cc1 the results were EWS-Fli block 8, PGC1a acetyl inh 3, Casp6 inh 2, LGR2 inh -6 and miR122 inh -2[16.7 µM].

Grouped by structure, the compounds so far containing bromine.
For CC(NCC(O)COc1ccc(Br)cc1)c1ccccc1 (configuration not stated) the results were FN deposition inh -5, PAX8 inh HTS -7, Cneo AK release 11, EWS-Fli block 6, PGC1a acetyl inh 1, Casp6 inh -3, LGR2 inh 13 and miR122 inh -2.
`O=C(Cn1cc(COc2c(Br)cc(F)cc2Br)nn1)c1ccc(O)cc1` gave FN deposition inh 4, PAX8 inh HTS -3, Cneo AK release -3, EWS-Fli block 0, PGC1a acetyl inh -16, Casp6 inh 1, LGR2 inh -11 and miR122 inh 3.

Additional structures follow.
CCCn1nnc(NC(=O)c2cccnc2Cl)n1 was read as Cneo AK release -1, PGC1a acetyl inh 5, Casp6 inh -3, LGR2 inh 6 and miR122 inh 6.
Screening O=C(NCCCN1CCOCC1)c1nn2c(C(F)(F)F)cc(-c3ccco3)nc2c1Cl returned FN deposition inh -13, PAX8 inh HTS -17, Cneo AK release -1, EWS-Fli block -7, PGC1a acetyl inh -8, Casp6 inh 8, LGR2 inh -8 and miR122 inh -5.
COc1ccc(S(=O)(=O)Nc2ccc3c(c2)C(=O)N([C@H](C)CO)C[C@H](C)[C@H](CN(C)C(=O)Cc2ccccc2)OCCCC[C@H](C)O3)cc1 was read as PAX8 inh HTS -1, Cneo AK release -4, EWS-Fli block -1, PGC1a acetyl inh 0, Casp6 inh 0, LGR2 inh 7 and miR122 inh -7[16.7 µM].
Screening O=C1O[C@@H](c2ccccc2)C[C@@H](O)[C@H](O)CCCCc2ccccc21 returned FN deposition inh 1, PAX8 inh HTS -13, EWS-Fli block 2 and LGR2 inh -8.
For COc1cccc(-c2ncc3ccccc3c2COC(=O)N2CCCCC2)c1 the results were FN deposition inh 3, PAX8 inh HTS 5, Cneo AK release 0, EWS-Fli block 3, Casp6 inh -1 and LGR2 inh 7.
`COc1cccc(-c2ccc3c(c2)O[C@H](CN(C)C)[C@H](C)CN([C@@H](C)CO)S3(=O)=O)c1` gave Cneo AK release 43, EWS-Fli block 1, PGC1a acetyl inh 4, Casp6 inh -6, LGR2 inh 24 and miR122 inh 1[16.7 µM].
For C[C@H](CO)N1C[C@H](C)[C@@H](CN(C)C(=O)Nc2ccccc2)Oc2ccc(NC(=O)c3ccncc3)cc2C1=O the results were FN deposition inh -10, PAX8 inh HTS -24&-4, Cneo AK release -2&-2, EWS-Fli block -8, PGC1a acetyl inh 5&7, Casp6 inh 3&-3, LGR2 inh 7&-13 and miR122 inh -1[16.7 µM].
`C[C@@H]1CN([C@H](C)CO)C(=O)Cc2cc(NC(=O)CCN3CCOCC3)ccc2O[C@@H]1CN(C)C(=O)NC1CCCCC1` gave FN deposition inh -2, PAX8 inh HTS -5, EWS-Fli block -7, PGC1a acetyl inh 1, LGR2 inh -2 and miR122 inh 15[16.7 µM].
O=C(NCCN1CCCCC1)[C@H]1N[C@H]2c3ccc(-c4ccc(F)cc4)c(=O)n3C[C@H]2[C@@H]1CO was read as PAX8 inh HTS 0, Cneo AK release -1, EWS-Fli block 2, PGC1a acetyl inh -1, Casp6 inh -1, LGR2 inh 3 and miR122 inh 3[16.7 µM].

Compounds as they come, and some 2.5% of all compounds hit somewhere here.
